# PTHR1 agonist: agonists of human PTHR1 parathyroid hormone receptor; Q03431; HEK293 GP2 PTHR1 cells, GloSensor cAMP luminescence, 1 h; Potency, µM (titrated, usually from 115 µM), for inactives: top-dose activation, actives largely listed as activators; 0.075% of 410,000 active; AID 743266; note: potency is the fitted concentration of half-maximal effect; nearly all actives have a fitted effect of over 55% in size; some results filed as inactive show a strong effect at the top dose; inactives centre near -15; many of its hits are not listed in these tables
# Target sequence (Q03431 whole entry, looked up): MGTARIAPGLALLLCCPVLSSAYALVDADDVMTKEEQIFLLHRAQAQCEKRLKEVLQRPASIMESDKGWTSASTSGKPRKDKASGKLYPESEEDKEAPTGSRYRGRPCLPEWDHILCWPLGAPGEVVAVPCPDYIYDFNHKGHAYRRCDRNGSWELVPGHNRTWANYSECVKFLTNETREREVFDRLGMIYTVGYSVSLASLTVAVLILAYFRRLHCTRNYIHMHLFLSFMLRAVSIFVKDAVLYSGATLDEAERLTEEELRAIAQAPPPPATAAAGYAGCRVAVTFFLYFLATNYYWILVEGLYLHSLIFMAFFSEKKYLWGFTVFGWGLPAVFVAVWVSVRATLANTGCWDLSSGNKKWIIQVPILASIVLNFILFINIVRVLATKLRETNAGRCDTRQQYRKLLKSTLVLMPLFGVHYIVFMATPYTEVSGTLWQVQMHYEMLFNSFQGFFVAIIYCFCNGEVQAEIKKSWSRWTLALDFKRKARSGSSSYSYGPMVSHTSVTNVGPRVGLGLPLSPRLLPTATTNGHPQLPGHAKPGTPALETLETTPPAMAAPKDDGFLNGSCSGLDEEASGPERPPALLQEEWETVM
#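 HEK-293-derived GP2 cells expressing PTHR1 and a GloSensor cAMP reporter, 3,000/well, plated overnight, given luciferin plus IBMX (each 0.5 mM as added) for 1 h at 37 °C, then compound for 1 h at 37 °C. Luminescence was read after 15 min at room temperature.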
# D3 antag: D3 dopamine receptor (human) antagonism; P35462; D3R cells, DiscoveRx beta-arrestin luminescence, antagonist mode; hits give low values; max response, negative = inhibition, %; 2.5% of 360,000 active; AID 652054; in the data active = max response below about -50%; inconclusive = no clear call, values can overlap the other calls; note: % is set by controls: 0 for no effect and ±100 for the full control effect; mostly tested at two doses, the higher about 12 µM
#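 Cells expressing the human receptor were seeded at 1500 cells/well, incubated overnight at 37 degrees C in 5% CO2, then exposed to library compounds with dopamine controls for 90 minutes at 37 degrees C before luminescent detection.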
# GLP-1R agonist: activates the human GLP-1 receptor; HEK293 GLP-1R CRE-luciferase, luminescence, 4-6 h; cells express a hypersensitive GLP-1R form; P43220; 0.007% of 380,000 active; AID 624172; Potency, µM (highest dose often 45.6 µM), for the others: at the highest dose activation, hits mostly activators; note: potency is the fitted concentration of half-maximal effect; % of control where 0% means no effect
# Target sequence (P43220 whole entry, looked up): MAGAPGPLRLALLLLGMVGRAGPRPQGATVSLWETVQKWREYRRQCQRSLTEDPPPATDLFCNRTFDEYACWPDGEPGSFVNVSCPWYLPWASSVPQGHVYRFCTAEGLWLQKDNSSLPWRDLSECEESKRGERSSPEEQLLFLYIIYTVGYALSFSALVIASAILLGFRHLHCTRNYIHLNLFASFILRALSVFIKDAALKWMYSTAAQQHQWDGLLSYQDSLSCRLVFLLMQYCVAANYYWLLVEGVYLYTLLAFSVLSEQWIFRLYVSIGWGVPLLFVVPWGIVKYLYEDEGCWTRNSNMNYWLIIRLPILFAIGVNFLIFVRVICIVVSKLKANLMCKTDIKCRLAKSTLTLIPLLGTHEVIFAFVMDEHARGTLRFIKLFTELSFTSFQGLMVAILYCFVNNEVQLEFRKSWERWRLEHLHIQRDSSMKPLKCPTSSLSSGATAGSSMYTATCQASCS
# GLP1R inv ag: GLP-1 receptor (human) inverse agonism. P43220. HEK293 GLP-1R CRE-luciferase, luminescence, 24 h; GLP-1R form is constitutively active. Potency, µM (top dose mostly 38.3 µM), without a hit: top-dose activity change, negative = inhibition, actives largely listed as inhibitors. 1.6% of 410,000 active. AID 624417; note: potency is the fitted concentration of half-maximal effect; % is set by controls: 0 for no effect and ±100 for the full control effect; nearly all actives have a fitted effect of over 55% in size
#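 HEK293 cells stably co-expressing a cAMP-responsive luciferase reporter and constitutively active GLP-1R were seeded, incubated 12 h, then exposed to compounds for 24 h at 37 C. Luminescence was read 12 min after detection reagent; inverse agonists lower signal.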
# KB-V1 MDR tox: kills drug-selected multidrug resistant KB-V1 cells. KB-V1 MDR cells viability, CellTiter-Glo, 72 h. Potency, µM (titrated, usually from 46.1 µM), inactives show top-dose activity change, negative = cytotoxicity, actives largely listed as cytotoxic. 3.4% of 400,000 active. AID 1347076; note: potency is the fitted concentration of half-maximal effect; % is set by controls: 0 for no effect and ±100 for the full control effect; nearly all actives have a fitted effect of over 60% in size
#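 Cytotoxicity via CellTiter-Glo luminescence after 72 h compound exposure at 37 degrees C. Cells: drug-selected KB-V1 line, DMEM phenol-red free plus 10% FBS. Compounds tested at multiple concentrations; normalized data fitted to concentration-effect curves.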
# aSyn rescue: inhibitors of alpha-synuclein toxicity in yeast; Yeast expressing alpha-synuclein, growth rescue, BacTiter-Glo, 24 h; Potency, µM (series often up to 46.1 µM), for the others: at the top dose growth rescue (activation), usual class: activators; 0.14% of 370,000 active; note: potency is the fitted concentration of half-maximal effect; % of control where 0% means no effect; nearly all actives have a fitted effect of over 65% in size
#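 Galactose-induced alpha-syn yeast (OD600=0.02, raffinose-pregrown) + pinned cpd, 24 hr, 30 deg C; growth by BacTiter-Glo luminescence. Growth restoration scores as activation.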
# D3 ag: agonists of human D3 dopamine receptor | max activation, % | D3R DiscoveRx beta-arrestin cells, luminescence, 90 min | AID 652048 | P35462 | 0.58% of 410,000 active; in the data active = max activation above about 30%; note: 0% is about no effect; mostly tested at two doses, the higher about 12 µM
#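 Cells at 1500/well, incubated overnight, then treated with pinned compounds (dopamine as control) for 90 min at 37 degrees C. DiscoveRx reagent added for 30 - 60 minutes at room temperature; luminescence read.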
# GLP1R cytotox: cytotoxicity counter-screen for GLP-1 receptor inverse agonists; HEK293 cAMP-luciferase reporter cells, luminescence, 24 h; Potency, µM (series often up to 38.3 µM), without a hit: top-dose activity change, negative = inhibition, usual class: inhibitors; 0.13% of 410,000 active; AID 624418;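 note: loss of luciferase light is scored as toxicity; potency is the fitted concentration of half-maximal effect; % is set by controls: 0 for no effect and ±100 for the full control effect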
#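 Cells in DMEM/10% Nu serum/1% pen-strep, 1536-well format. Pre-incubated 12 h, dosed with 23 nL compound, incubated a further 24 h. Luciferase detection, 12 min at room temp, luminescence.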
# TDP43 rescue: rescues yeast growth from TDP-43 toxicity. TDP-43 expressing yeast growth rescue, BacTiter-Glo, 24 h. Potency, µM (highest dose often 46.1 µM), without a hit: top-dose growth rescue (activation), usual class: activators. 1.8% of 410,000 active. AID 652104; note: potency is the fitted concentration of half-maximal effect; % of control where 0% means no effect; nearly all actives have a fitted effect of over 50% in size
#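 Growth rescue of TDP-43-toxic yeast measured as ATP luminescence (BacTiter-Glo). Cells grown to mid-log in raffinose, induced in galactose at OD600=0.02, exposed to compound 24 hr at 30 deg C.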
# The depositor's hits bear a star; i = inactive; u = inconclusive; x = no result given; & = joins results of further samples; [ ] = remark or other dose. Unless noted, calls come from the whole dose curve; as a rule, active = well fitted curve in the direction sought with a large enough effect; inconclusive = small, poorly fitted or top-dose-only effect, or another doubt; inactive = no such curve, though single readings can be large; an effect the other way counts as inactive or inconclusive. Only part of the results is shown. The share of hits here may be higher or lower than overall.
SMILES | PTHR1 agonist | D3 ag | aSyn rescue | GLP1R inv ag | KB-V1 MDR tox | GLP-1R agonist | D3 antag | TDP43 rescue | GLP1R cytotox
O=C(COc1ccc(Cl)cc1)Nc1ccc(N2CCN(C(=O)c3ccco3)CC2)cc1 | -24% | 14 | 29% | u | 13µM* | -4% | 11 | -11% | 9%
S=C(NN=Cc1ccccn1)N(Cc1ccccn1)Cc1ccccn1 | -6% | 4 | u | u | u | -1% | 0 | u | u
Cc1cccn2c(=O)c3cc(C(N)=S)c(=N)n(CCCOC(C)C)c3nc12 | -75%[inhibitor] | 3 | -4% | 1% | -13% | 13% | -9 | -17% | x
CCc1cc2c(=O)nc3n(c2s1)Cc1ccccc1/C3=C(/O)c1ccccc1Cl | i | -13 | 3% | -8% | 0% | 2% | 0 | -22% | -5%
Clc1cc(NCc2cccs2)ccc1N1CCOCC1 | -19% | -6 | -1% | 4% | 5% | 11% | u | u | 0%
N=c1n(CCCOc2ccc(F)cc2)c2ccccc2n1CC(N)=O | i | -17 | 6% | -24% | u | 8% | 0 | -6% | 5%
O=C(O)c1cccc(Oc2cccc(Cl)n2)c1 | 9% | 5 | 6% | 4% | -5% | 4% | 11 | 13% | 1%
O=C(NCc1ccccc1)NC(=O)c1ccccc1F | i | 0 | 1% | 2% | -3% | 0% | 2 | 29% | u
N#CCC(=O)N/N=C\c1cc(Br)ccc1OC/C=C/c1ccccc1 | i | 5 | -1% | 43%[activator] | -18% | 18% | 1 | -13% | 4%
COC(=O)c1ccc(NC(=O)c2ccc(F)cc2)o1 | i | -5 | -4% | 6% | u | 3% | -19 | 13% | 1%
O=C(Cn1c(=O)oc2ccccc21)N1CCN(c2ccc(N3CCOCC3)nn2)CC1 | i | -1 | -2% | 1% | 5% | 0% | -3 | u | -9%
CNc1oc(-c2ccccc2)nc1S(=O)(=O)c1ccc(C)cc1 | -72%[inhibitor] | -12 | 2% | 10% | -7% | 4% | -16 | -18% | 16%
CC(=O)NCCSC(=O)c1ccc(F)cc1 | i | -1 | 1% | 0% | 6% | -6% | 4 | 10% | -27%
CC(C)Sc1nc2ccsc2c(=O)[nH]1 | i | -1 | -2% | 3% | 5% | 0% | 12 | 16% | 5%
COc1ccc(NS(=O)(=O)c2ccc(NC(=O)C3CCCO3)cc2)cc1 (stereo not given) | -13% | -1 | 1% | -8% | -9% | 3% | 16 | -13% | 67%[activator]
O=C(Nc1ccc(N2CCOCC2)c(Cl)c1)c1c(F)c(F)c(F)c(F)c1F | i | 3 | -2% | 2% | -27% | 1% | 0 | 7% | -18%
COc1ccccc1CCNC(=O)C1CC(=O)N(c2ccccc2F)C1 (stereo not given) | -21% | -9 | -1% | 22% | -3% | -3% | 20 | -4% | 2%
CC(=O)c1cccc(NC(=O)CCCCCn2nnc3ccccc3c2=O)c1 | -9% | 5 | 2% | -4% | -6% | 7% | 2 | 1% | -2%
CCOCCCNC(=O)c1c[nH]c2cc(C)ccc2c1=O | -4%[57.5 µM] | -2 | 5% | 5% | -3% | -1% | -20 | -25% | 75%[activator]
O=C(CN1CCN(CC(=O)c2ccc(Cl)cc2)CC1)c1ccc(Cl)cc1 | i | 1 | -4% | -4% | u | -34% | -3 | -22% | -2%
COc1ccc(-c2c(Sc3ccccc3)c3cc(-c4ccc(OC)c(F)c4)ccc3n2C)cc1 | -28% | 4 | -7% | 7% | 12% | -3% | 17 | u | 1%
Cc1cc(C(=O)Cn2nc(C(=O)O)c3ccccc3c2=O)c(C)n1CC(F)(F)F | -12% | -3 | 7% | -1%[0.307 µM] | -3% | 9% | 7 | 11% | 11%[0.307 µM]
O=C(NCC1CCCO1)c1ccc(N2CCCCC2)c([N+](=O)[O-])c1 (stereo not given) | -5% | -10 | 0% | -3% | 6% | 15% | -20 | 18% | -12%
CC(=O)Nc1cccc(NC(=O)c2ccc(Br)cc2)c1 | 0% | -7 | 8% | 6% | 1% | 10% | -5 | -16% | -14%
CCCCn1c(N)c(N(CCOC)C(=O)COC(=O)COc2cc(C)c(Cl)cc2C(C)C)c(=O)[nH]c1=O | -7% | 3 | 4% | 10µM* | 23% | 11% | 3 | -8% | -12%
COc1cc(O)c2c(=O)c3c(OC)c(O)ccc3oc2c1 | -34%[inhibitor] | 2 | 18% | 60%[activator] | -15% | 30% | 7 | u | -7%
CC1(C2(O)CCCCC2)NCCc2ccccc21 (stereo not given) | i | -5 | -5% | -15% | u | 0% | -4 | -18% | 2%
Cc1nnc(SCC(=O)Nc2nccs2)o1 | i | 10 | -9% | 24% | 11% | 1% | 16 | 5% | -22%
Cc1cc(C)c(OCC(=O)N(Cc2cccs2)C2CCS(=O)(=O)C2)c(C)c1 (stereo not given) | -11% | 28 | 0% | u | u | 9% | -5 | 9% | -14%
CCCCN(C(=O)CCC(=O)Nc1cc(C)on1)C(C(=O)NC(C)(C)C)c1ccccc1Cl (stereo not given) | i | 3 | 7% | u | u | 15% | 4 | -1% | -9%
CC(=O)NC1C(=O)N=C(SCC(=O)Nc2cccc(Cl)c2)NC1=O (stereo not given) | i | -1 | -8% | 6%[7.66 µM] | 19% | -3% | -4 | -11% | 24%[7.66 µM]
COc1cc2c3c(c1OC)C1(C=CC(=O)C=C1)CC3N(C(=O)c1ccccc1)CC2 (stereo not given) | -6% | 1 | 6% | 2% | u | -3% | 3 | -5% | -16%
c1ccc(-c2ccnc3nc(N4CCN(c5ccccc5)CC4)nn23)cc1 | i | -6 | 8% | -2% | u | 23% | -17 | 13µM* | -13%
O=C(O)c1cccc(OCc2ccccc2Cl)c1 | -8%[57.5 µM] | 0 | -8% | u | u | -19% | -17 | 3% | 2%
Cc1ccc(-n2ncc3c(SCc4cccc(C)c4)ncnc32)cc1 | -29% | 2 | 2% | 17% | 1% | 1% | 16 | 26% | -8%
CCCCn1cc(S(=O)(=O)c2ccc(OC)cc2)c(=O)c2cc(F)c(F)cc21 | -25% | -1 | x | 10% | -6% | x | x | 25% | 5%
COC(=O)CN(C)C(=O)CC1C(=O)NCCN1CC(C)(C)C (stereo not given) | 29% | -12 | -6% | 10% | u | 3% | -2 | 3% | -5%
CCOC(=O)CNC(=O)N1CCCN(S(=O)(=O)c2ccc3c(ccn3CC)c2)CC1 | i | 4 | 2% | 9% | -3% | 1% | x | 0% | -6%
COc1ccc(N(CC(=O)NCCc2ccc(OC)c(OC)c2)S(=O)(=O)c2c(C)noc2C)cc1 | i | 1 | 2% | 0% | 3% | 3% | 2 | -9% | -7%
CCN(Cc1ccccc1)c1ccc(/C=N/NS(=O)(=O)c2cccc([N+](=O)[O-])c2)cc1 | -24% | -4 | 8% | -25% | 16µM* | 4% | u | u | 5%
CN(Cc1c(C(=O)N/N=C/c2ccc(F)cc2)nnn1-c1nonc1N)C1CCCCC1 | i | -1 | -8% | 2% | -4% | -3% | 9 | 13% | 0%
CCn1ccc(=O)c2cc3c(cc21)OCO3 | -25% | 4 | -4% | 11% | -8% | -2% | 8 | 16% | 7%
COc1ccc(Nc2nnc(-c3ccc(C)c(S(=O)(=O)NCCO)c3)c3ccccc23)cc1C(N)=O | -12% | 3 | x | 7% | 0% | x | x | 11% | -3%
CC1CCc2nc3ccc(S(=O)(=O)N4CCC(C(=O)NCc5ccccc5Cl)CC4)cc3c(C(=O)O)c2C1 (stereo not given) | u | 2&0 | 0% | 104%&41%[activator] | 13% | 0% | -2 | -22%&0% | -1%&6%
CC(=O)Nc1ccc(Nc2ccc([N+](=O)[O-])cn2)cc1 | i | -22 | -9% | 1% | u | 11% | 0 | -22%[1.82 µM] | u
O=C(NNC1CC(=O)N(c2ccc(Cl)cc2)C1=O)c1ccco1 (stereo not given) | i | 1 | -2% | 0% | 7% | 7% | 14 | 8% | -22%
O=C(CSc1nc2c(cnn2-c2ccccc2)c(=O)[nH]1)N1N=C(c2cccs2)CC1c1ccc(F)cc1 (stereo not given) | -31%[inhibitor] | 5 | -1% | 2% | -5% | -7% | 6 | 4% | 1%
CCOc1cccc(SCc2noc(C(=O)NCC3CCCO3)c2C(=O)O)c1 (stereo not given) | -16% | -12 | -7% | 4% | u | -1% | u | 2% | -3%
Cc1ccccc1-c1nc(-c2ccc(NC(=O)c3ccc4c(c3)OCO4)cc2)no1 | -82%[inhibitor] | 12 | x | 0% | u | 4% | 26 | 22% | 0%
CCOc1cc(C(=O)Nc2cc(F)ccc2C)ccc1OCC(=O)N1CCOCC1 | -14% | -3 | 2% | 16% | -3% | -1% | 10 | 11% | -2%
CCOc1ccccc1N1C(=O)c2ccc(C(=O)Nc3cccnc3)cc2C1=O | -25% | 2 | 1% | -6% | -8% | 1% | -8 | 0% | 3%
CC1CN(S(=O)(=O)c2ccc(C(=O)Nc3nccs3)cc2)CC(C)O1 (stereo not given) | -13% | 3 | -8% | 11% | 3% | -3% | -12 | -1% | 5%
Cc1nn(-c2ccccc2)c(C)c1NC(=O)COc1ccc(Br)cc1Cl | -44%[inhibitor] | 11 | 0% | u | u | 8% | 8 | 14% | 6%[1.53 µM]
O=S(=O)(Nc1cccc2[nH]ncc12)c1cccs1 | -52% | 5 | -1% | 12% | -28% | 7% | 6 | 4% | 4%
COc1ccc(OC)c(C(=O)N(C)C2CCCN(Cc3ccccc3F)C2)c1 (stereo not given) | i | -1 | 4% | 13% | -21% | 7% | 5 | -8% | 4%
CS(=O)(=O)Nc1ccc(C(=O)NCC2CCCO2)cc1 (stereo not given) | i | -1 | -3% | -3% | 0% | -4% | 0 | 1% | -4%
COc1cc(Nc2nc3ccccc3nc2NS(=O)(=O)c2ccc([N+](=O)[O-])cc2)cc(OC)c1OC | -79%[inhibitor] | 2 | 3% | u | u | -5% | -15 | 0% | u

# Screening results as filed in PubChem BioAssay.
